PPARg SRC-3 ag – PPARgamma-driven SRC-3 recruitment agonism; P37231; biochemical PPARgamma/SRC-3 coactivator recruitment assay; activation, % at 8 µM; hit rate 0.26% among 200,000; AID 731; in the data active = activation above about 23%;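 note: 0% = DMSO and 100% = reference agonist; some compounds past the cut are filed as inactive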
SRC2 TRFRET art – TR-FRET artefact, counter-screen to PPARgamma/SRC-2 agonist assay. hits give high values. TR-FRET ratio at 8 µM. hit rate 0.4% among 200,000. AID 1049; in the data active = TR-FRET ratio above about 2000; note: inactives centre near 1500
STAT3 act – increases IL-6 driven STAT3 reporter signal. U3A cells, IL-6 STAT3-luciferase reporter, luminescence; 100% = signal with IL-6 EC80 alone. activation (% of control), % at 5.6 µM. hit rate 0.91% among 190,000. AID 871;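 active = activation above the screen-wide mean of compound activation plus 3 SD, cut at about 130% in these data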;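 note: 0% = background luminescence of wells with medium and substrate only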
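Material: human STAT1-deficient U3A cells with stable STAT3-luciferase reporter / Probe or stimulus: IL-6 stimulus at 33 ng/mL final / Schedule: 1 h compound pre-exposure, 6 h IL-6 stimulation, 37 °C / Technique: luminescence / Read-out basis: percent of IL-6-only median luminescence / Control set: IL-6-only high control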
PPARg SRC2 recr – agonists of SRC-2 recruitment by human PPARgamma; activation, % at 8 µM; AID 1032; PPARgamma LBD-SRC-2 recruitment, biochemical; hit rate 0.34% among 200,000; in the data active = activation above about 22%;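 note: 0% = vehicle and 100% = reference agonist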
STAT1 inh – STAT1 signaling inhibition; NIH 3T3 STAT1-luciferase reporter, IFN-gamma, luminescence; inhibition, % at 5.5 µM; hit rate 0.35% among 200,000;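 active = inhibition above a set limit, the mean inhibition across all tested compounds plus 3 SD, cut at about 34% in these data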;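 note: 0% = IFN-gamma with DMSO and 100% = IFN-gamma with 300 µM nifuroxazide; values of inactives mirror those of a sister screen read the other way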
bIAP activator – intestinal alkaline phosphatase (bovine) activation; purified bovine IAP, CDP-star luminescence, 30 min; hits give high values; fold of DMSO-control signal, blank-subtracted; activation factor at 20 µM; hit rate 0.17% among 200,000; AID 1016;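 active = activation factor of 2 or more at 20 µM, a signal rise over negative controls twice the positive control's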
TNAP act hi DEA – increases human TNAP activity under high phosphate acceptor concentration | 200,000 tested, under 10 active | AID 1136 | P05186 | purified TNAP, CDP-star luminescence, 1 M DEA, 30 min; hits give high values; 0 = EDTA background, 1 = DMSO-only activity | activation factor at 20 µM;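 active = activation factor at least 2 at 20 µM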
Target sequence (P05186 whole entry, looked up): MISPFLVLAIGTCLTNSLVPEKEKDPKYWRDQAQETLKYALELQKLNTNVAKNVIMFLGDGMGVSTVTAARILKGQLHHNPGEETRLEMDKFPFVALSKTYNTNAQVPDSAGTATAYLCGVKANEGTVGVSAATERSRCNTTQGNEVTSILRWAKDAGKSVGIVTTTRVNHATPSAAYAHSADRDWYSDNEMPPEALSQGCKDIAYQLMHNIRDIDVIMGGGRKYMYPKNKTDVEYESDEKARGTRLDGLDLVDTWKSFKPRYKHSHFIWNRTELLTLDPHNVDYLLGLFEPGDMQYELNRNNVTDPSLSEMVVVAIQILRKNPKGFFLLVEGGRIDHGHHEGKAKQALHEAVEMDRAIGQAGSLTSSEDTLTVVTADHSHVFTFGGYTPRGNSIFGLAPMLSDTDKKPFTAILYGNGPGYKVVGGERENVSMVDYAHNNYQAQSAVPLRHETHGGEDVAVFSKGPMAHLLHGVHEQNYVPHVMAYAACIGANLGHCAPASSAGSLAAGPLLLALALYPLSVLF
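Test system – human TNAP · Doses – 20 µM single point · Incubation – 30 min, room temperature · Signal – luminescent substrate turnover signal · Read-out basis – activation factor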
STAT3 inh – inhibitors of IL-6 induced STAT3 signaling; U3A cells, IL-6 STAT3-luciferase reporter, luminescence; host cell line lacks STAT1; inhibition, % at 5.5 µM; hit rate 0.89% among 190,000; AID 862;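 active = inhibition above the mean inhibition across all screened compounds plus 3 SD, cut at about 44% in these data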;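 note: 0% = DMSO only wells and 100% = 100 µM nifuroxazide control wells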
ROMK mod – modulates human ROMK potassium channel activity; P48048; Tet-inducible ROMK, thallium flux fluorescence; actives lie on both sides; B-score at 10 µM; hit rate 2% among 130,000; AID 1918;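 active = signal ratio slope over the read window, or its plate-corrected B-score, at least 3 SD from the plate mean, either direction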;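 note: B-score of the F/F0 ratio slope over 7 to 12 s after thallium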
bIAP inh – blocks bovine intestinal alkaline phosphatase activity; 190,000 tested, under 10 active; purified bovine IAP, CDP-star luminescence, 30 min; AID 1019; inhibition, % at 20 µM;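 active = over 50% inhibition of intestinal alkaline phosphatase at 20 µM in the single-dose screen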
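test system = bovine IAP enzyme | medium = DEA buffer 100 mM, pH 9.8, with MgCl2 1.0 mM, ZnCl2 0.02 mM | detection = luminescence | dosing = single compound dose of 20 µM, 2% DMSO final | incubation = 30 min reaction at room temperature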
PPARg SRC1 recr – promotes SRC-1 coactivator recruitment by human PPARgamma; P37231; hit rate 0.41% among 200,000; activation, % at 8 µM; PPARgamma-SRC-1 coactivator recruitment biochemical assay; in the data active = activation above about 19%;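 note: 0% = DMSO and 100% = reference agonist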
The depositor's hits bear a star; nt = no result given.

SMILES	PPARg SRC-3 ag	SRC2 TRFRET art	STAT3 act	PPARg SRC2 recr	STAT1 inh	bIAP activator	TNAP act hi DEA	STAT3 inh	ROMK mod	bIAP inh	PPARg SRC1 recr
Cn1cccc1/C=N/NC(=O)Cn1cnc2ccccc21	-1	1418	89	3	4	1	1	14	nt	-2	3
Cc1ccccc1C(=O)Nc1cccc(-c2nnc(SCC(=O)O)n2C)c1	3	1529	97	6	1	1	1	13	nt	2	6
COC(=O)c1ccc(CSc2nnnn2-c2ccccc2)o1	-1	1497	105	2	2	0.9	1.1	-2	0.87	14	1
CCOC(=O)C(Cc1ccc(O)cc1)NC(=O)CNC(=O)C(CC(C)C)NC(=O)OC(C)(C)C (stereo unspecified)	3	1550	98	7	2	1.1	1.1	0	1	-12	0
CCOC(=O)c1cn(C2CC2)c2c(F)c(F)c(F)cc2c1=O	-1	1448	98	4	2	1	1	14	-0.93	-2	-4
Cc1cc(N2CCN(c3ccc([N+](=O)[O-])c4cccnc34)CC2)c2ccccc2n1	5	1672	98	6	7	1.1	0.9	0	-2.6*	-7	2
Cc1ccc(Cl)cc1N1CCN(S(=O)(=O)c2ccc3c(c2)OCCO3)CC1	8	1674	93	6	3	0.8	1	10	nt	18	6
CCCNS(=O)(=O)c1cccn1-c1ncc(C(F)(F)F)cc1Cl	1	1462	103	-2	-1	0.8	1	-2	nt	18	2
COc1ccc2nc(Nc3sc4c(c3C(N)=O)CCCC4)sc2c1	7	1653	105	10	-14	0.9	0.9	-3	nt	11	5
N#C/C(=C\c1ccc(OCc2ccc(C(=O)O)cc2)cc1)C(=O)N1CCOCC1	2	1434	24	-3	69*	0.7	1	89*	0.098	29	-5
Cn1c(CSc2nc3ccccc3n2C)nc2ccccc21	-1	1343	84	-13	-12	1	1	22	nt	3	-2
Cc1cccc(N2CCN(C(=S)Nc3ccc4nc(N5CCOCC5)cc(C)c4c3)CC2C)c1 (stereo unspecified)	0	1522	103	-3	-15	1.3	1	1	0.76	-26	0
CC(C)(C)c1ccc(C(=O)Nc2ccc([N+](=O)[O-])cn2)cc1	0	1547	104	-3	-58	1.1	1	-2	nt	-7	4
COc1cccc(NC(=O)C2CCCCC2)c1	-4	1554	101	-1	-5	0.9	1	3	nt	7	-8
CCOc1cccc(-c2cc(C(=O)N3N=C(C)CC3(O)C(F)F)c3ccccc3n2)c1 (stereo unspecified)	7	1746	100	14	2	1	1	0	0.0025	-4	6
COc1cccc(C2CCCN2Cc2nc(-c3sccc3C)oc2C)c1 (stereo unspecified)	-3	1616	106	5	5	1.1	1	-2	0.0023	-7	8
CCN1CCN(c2nc3c(c(=O)n(C)c(=O)n3C)n2CCSc2ncccn2)CC1	3	1779	90	13	5	1	1	16	nt	3	-1
Cc1cc(C)cc(C(=O)NC2C(=O)N3C(C(=O)O)=C(CSc4nnc(C)s4)CSC23)c1 (stereo unspecified)	2	1429	97	7	7	1.2	1	10	0.63	-19	6
CC(C)(C)c1ccc(/C=C/C(=O)O)s1	0	1612	110	-1	-3	1	1	-2	0.77	3	3
CCCc1nc(SCC(=O)N2CCN(c3ccccc3)CC2)c2c(=O)n(C)c(=O)n(C)c2n1	1	1346	86	5	-2	0.9	1	21	nt	9	-4
CCOC(=O)Nc1cccc2ccccc12	-6	1468	94	9	2	1.2	1	13	nt	-19	0
Cc1ccccc1-n1c(SCC(=O)c2cc(C)n(C)c2C)nnc1-c1cccnc1	6	1728	93	-3	0	1.1	1	13	-0.026	-11	-2
CCC(=O)Nc1ncc2c(n1)CC(c1ccco1)CC2=O (stereo unspecified)	3	1504	101	8	-3	0.9	1	0	0.17	10	8

An excerpt of these results, in markdown.
| SMILES | PPARg SRC-3 ag | SRC2 TRFRET art | STAT3 act | PPARg SRC2 recr | STAT1 inh | bIAP activator | TNAP act hi DEA | STAT3 inh | ROMK mod | bIAP inh | PPARg SRC1 recr |
| --- | --- | --- | --- | --- | --- | --- | --- | --- | --- | --- | --- |
| N#C/C(=C\c1ccc(OCc2ccc(C(=O)O)cc2)cc1)C(=O)N1CCOCC1 | 2 | 1434 | 24 | -3 | 69* | 0.7 | 1 | 89* | 0.098 | 29 | -5 |
| Cn1c(CSc2nc3ccccc3n2C)nc2ccccc21 | -1 | 1343 | 84 | -13 | -12 | 1 | 1 | 22 | nt | 3 | -2 |
| Cc1cccc(N2CCN(C(=S)Nc3ccc4nc(N5CCOCC5)cc(C)c4c3)CC2C)c1 (stereo unspecified) | 0 | 1522 | 103 | -3 | -15 | 1.3 | 1 | 1 | 0.76 | -26 | 0 |
| CC(C)(C)c1ccc(C(=O)Nc2ccc([N+](=O)[O-])cn2)cc1 | 0 | 1547 | 104 | -3 | -58 | 1.1 | 1 | -2 | nt | -7 | 4 |
| COc1cccc(NC(=O)C2CCCCC2)c1 | -4 | 1554 | 101 | -1 | -5 | 0.9 | 1 | 3 | nt | 7 | -8 |
| CCOc1cccc(-c2cc(C(=O)N3N=C(C)CC3(O)C(F)F)c3ccccc3n2)c1 (stereo unspecified) | 7 | 1746 | 100 | 14 | 2 | 1 | 1 | 0 | 0.0025 | -4 | 6 |
| COc1cccc(C2CCCN2Cc2nc(-c3sccc3C)oc2C)c1 (stereo unspecified) | -3 | 1616 | 106 | 5 | 5 | 1.1 | 1 | -2 | 0.0023 | -7 | 8 |
| CCN1CCN(c2nc3c(c(=O)n(C)c(=O)n3C)n2CCSc2ncccn2)CC1 | 3 | 1779 | 90 | 13 | 5 | 1 | 1 | 16 | nt | 3 | -1 |
| Cc1cc(C)cc(C(=O)NC2C(=O)N3C(C(=O)O)=C(CSc4nnc(C)s4)CSC23)c1 (stereo unspecified) | 2 | 1429 | 97 | 7 | 7 | 1.2 | 1 | 10 | 0.63 | -19 | 6 |
| CC(C)(C)c1ccc(/C=C/C(=O)O)s1 | 0 | 1612 | 110 | -1 | -3 | 1 | 1 | -2 | 0.77 | 3 | 3 |
| CCCc1nc(SCC(=O)N2CCN(c3ccccc3)CC2)c2c(=O)n(C)c(=O)n(C)c2n1 | 1 | 1346 | 86 | 5 | -2 | 0.9 | 1 | 21 | nt | 9 | -4 |

Entries shown so far that contain a furan ring, fused or not:
SMILES	PPARg SRC-3 ag	SRC2 TRFRET art	STAT3 act	PPARg SRC2 recr	STAT1 inh	bIAP activator	TNAP act hi DEA	STAT3 inh	ROMK mod	bIAP inh	PPARg SRC1 recr
COC(=O)c1ccc(CSc2nnnn2-c2ccccc2)o1	-1	1497	105	2	2	0.9	1.1	-2	0.87	14	1
CCC(=O)Nc1ncc2c(n1)CC(c1ccco1)CC2=O (stereo unspecified)	3	1504	101	8	-3	0.9	1	0	0.17	10	8

Screening data as filed in PubChem BioAssay.
